GPR151 activ: activators of human GPR151, primary screen, cell-based, PathHunter beta-arrestin, luminescence | activation, % at 11.2 µM | G-protein coupled receptor 151 (Homo sapiens), Q8TDV0 | PathHunter beta-arrestin GPR151 cells | 1% of 650,000 active; in the data active means activation above about 4.9%;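 further: 0% = median of compound wells and 100% = cells with positive control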
Target sequence (Q8TDV0 whole entry, looked up): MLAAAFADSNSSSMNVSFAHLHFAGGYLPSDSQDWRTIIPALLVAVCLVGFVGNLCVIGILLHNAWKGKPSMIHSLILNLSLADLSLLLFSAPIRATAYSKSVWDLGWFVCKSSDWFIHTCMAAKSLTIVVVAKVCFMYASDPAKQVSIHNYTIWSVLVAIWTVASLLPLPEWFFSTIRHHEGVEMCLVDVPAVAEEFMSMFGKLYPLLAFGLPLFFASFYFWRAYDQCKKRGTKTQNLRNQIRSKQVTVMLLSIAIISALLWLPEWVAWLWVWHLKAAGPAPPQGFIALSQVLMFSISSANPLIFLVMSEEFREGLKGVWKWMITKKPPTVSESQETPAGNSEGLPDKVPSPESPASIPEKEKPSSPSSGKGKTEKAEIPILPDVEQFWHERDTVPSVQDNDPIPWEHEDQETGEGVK
FBW7 activator: FBW7 E3 ligase activators, primary screen, biochemical, AlphaScreen, human. F-box/WD repeat-containing protein 7 (Homo sapiens), Q969H0. AlphaScreen FBW7–phospho-cyclin E peptide binding, activator screen. 0.13% of 650,000 active. normalized activity (activation), % at 26.1 µM; in the data active means normalized activity above about 1.9%;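 further: purified mutant Fbw7 with reduced substrate affinity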
TEAD-YAP block: TEAD-YAP interaction inhibition, primary screen, TEAD-YAP interaction inhibitor project, luminescence, HEK-TIYL cells; TEAD-Gal4/YAP UAS-luciferase luminescence; inhibition, % at 9.12 µM; 1.4% of 640,000 active; in the data active means inhibition above about 32%;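 further: 0% = median of test compound wells and 100% = reference inhibitor wells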
MITF inh: MITF inhibitors, primary screen, biochemical, AlphaScreen, human; AID 1259374, 2018; Microphthalmia-associated transcription factor (Homo sapiens), O75030; 0.91% of 650,000 active; inhibition, % at 2.6 µM; AlphaScreen MITF homodimerization, bead proximity signal; in the data active means inhibition above about 50%;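 further: 0% = vehicle wells with protein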
Target sequence (O75030 whole entry, looked up): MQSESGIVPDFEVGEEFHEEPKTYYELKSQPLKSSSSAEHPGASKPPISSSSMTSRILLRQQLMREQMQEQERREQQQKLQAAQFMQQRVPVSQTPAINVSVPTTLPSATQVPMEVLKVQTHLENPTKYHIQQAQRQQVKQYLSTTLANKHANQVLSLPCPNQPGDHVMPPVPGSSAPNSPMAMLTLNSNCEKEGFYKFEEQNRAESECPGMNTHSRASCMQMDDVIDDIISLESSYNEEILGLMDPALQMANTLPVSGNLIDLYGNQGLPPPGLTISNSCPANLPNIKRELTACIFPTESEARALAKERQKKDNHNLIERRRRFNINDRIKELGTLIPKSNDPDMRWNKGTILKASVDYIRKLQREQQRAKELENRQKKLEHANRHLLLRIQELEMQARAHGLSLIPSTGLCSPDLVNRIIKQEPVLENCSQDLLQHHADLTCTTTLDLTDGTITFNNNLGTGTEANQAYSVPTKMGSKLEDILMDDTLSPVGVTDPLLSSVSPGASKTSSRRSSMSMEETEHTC
* marks the source's active call; other numbers are inactive results; & = joins results of further samples. Rows were taken by chance. About 3.4% of those tested had a hit in this group.

SMILES	GPR151 activ	FBW7 activator	TEAD-YAP block	MITF inh
CCc1nc2sc3c(NCCO)ncnc3c2c2c1CCCC2	-0.2	-0.1	-7	-7
O=c1[nH]c2ccc(S(=O)(=O)NCc3ccco3)cc2s1	-1.2	-0.2	2	3
COc1ccc(C2(C(=O)NCCn3nc(-c4ccco4)ccc3=O)CCCC2)cc1	0.3	-0.1	5	-1
Cc1ccc2[nH]c3c(N4CCOCC4)ncnc3c2c1	0.3	0.0	-28	-6
CC(=O)c1cc(F)c(N2CCOCC2)cc1C	-0.1	-0.1	-4	-5
COc1cc([N+](=O)[O-])ccc1NC(=O)Nc1cnn(Cc2ccc(Cl)cc2Cl)c1	-1.1	-0.1	8	2
O=C(NC(NC(=O)c1ccccc1)c1cccc(Br)c1)c1ccccc1	1.8	0.0	-1	-2
O=C(CCN1CCN(Cc2ccccc2)CC1)Nc1cccc(F)c1	-0.5	-0.2	-13	-13
CC1(C)Cc2cccc(OCc3ccc(C(=O)N4CCN(C(=O)c5ccco5)CC4)cc3)c2O1	-0.6	0.2	6	9
O=C(/C=C/c1ccsc1)c1ccc(N2CCOCC2)cc1	1.4	0.3	-50	3
CC/C(=N\NC(=O)c1ccccc1I)c1ccc(O)cc1	1.4	-0.2	-14	4
O=C(CNc1ccc2ccccc2c1)N/N=C/c1cccc(Cl)c1	2.0	-0.2	3	-3

The list continues:
SMILES	GPR151 activ	FBW7 activator	TEAD-YAP block	MITF inh
CCOC(=O)c1cc2sc(Br)cc2n1CC#N	-0.1	-0.4	12	0
CCOc1ccc2c(c1)-c1c(ssc1=S)C(C)(C)N2C(=O)CSc1nc2ccccc2o1	0.7	0.0	-2	31
O=C(NN=C(Cc1ccccc1)Cc1ccccc1)C1CC1	-0.6	-0.1	-7	11
Cc1c(C(=O)NCc2ccccc2)oc2ccc(S(=O)(=O)N3CCC(C)CC3)cc12	0.4	0.0	-5	9
CC(=O)NCCc1ccc(S(=O)(=O)Nc2c(C)cc(Br)cc2C)cc1	-0.3	0.0	2	-23
Cc1nnc(N/N=C/c2ccc(-c3ccccc3F)o2)n1N	0.0	-0.1	-30	14
CCOC(=O)c1ccc(NC(=O)CCC2COc3ccccc3O2)cc1 (stereo not drawn)	-1.1	0.0	-1	2
O=C(Cn1cnc2ccccc2c1=O)NCCC(=O)N1CCN(c2ccccc2F)CC1	-0.8	-0.2	-11	-8
O=C(c1ccccc1Cl)c1cc2c(cc1[N+](=O)[O-])OCCO2	-1.3	0.0	5	10
Cc1ccc(N=Cc2c(O)[nH]c(=S)[nH]c2=O)cc1C	0.4	0.5	12	7
CC(C)C(=O)NN(C(=O)c1ccccc1)c1ccccc1	0.1	0.2	1	4
O=C(CN(C(=O)c1csnn1)c1cccc2ccccc12)NCc1ccc(F)cc1	0.4	-0.1	13	3

4 of the compounds above, field by field:
O=C(Cn1cnc2ccccc2c1=O)NCCC(=O)N1CCN(c2ccccc2F)CC1
  GPR151 activ: -0.8
  FBW7 activator: -0.2
  TEAD-YAP block: -11
  MITF inh: -8
O=C(c1ccccc1Cl)c1cc2c(cc1[N+](=O)[O-])OCCO2
  GPR151 activ: -1.3
  FBW7 activator: 0.0
  TEAD-YAP block: 5
  MITF inh: 10
Cc1ccc(N=Cc2c(O)[nH]c(=S)[nH]c2=O)cc1C
  GPR151 activ: 0.4
  FBW7 activator: 0.5
  TEAD-YAP block: 12
  MITF inh: 7
CC(C)C(=O)NN(C(=O)c1ccccc1)c1ccccc1
  GPR151 activ: 0.1
  FBW7 activator: 0.2
  TEAD-YAP block: 1
  MITF inh: 4

The main list resumes with the 5 entries that preceded the break.
SMILES	GPR151 activ	FBW7 activator	TEAD-YAP block	MITF inh
O=C(Cn1cnc2ccccc2c1=O)NCCC(=O)N1CCN(c2ccccc2F)CC1	-0.8	-0.2	-11	-8
O=C(c1ccccc1Cl)c1cc2c(cc1[N+](=O)[O-])OCCO2	-1.3	0.0	5	10
Cc1ccc(N=Cc2c(O)[nH]c(=S)[nH]c2=O)cc1C	0.4	0.5	12	7
CC(C)C(=O)NN(C(=O)c1ccccc1)c1ccccc1	0.1	0.2	1	4
O=C(CN(C(=O)c1csnn1)c1cccc2ccccc12)NCc1ccc(F)cc1	0.4	-0.1	13	3
COc1cc(/C=C2/SC(=S)N(C)C2=O)ccc1OCC(=O)O	-0.2	0.1	0	13
CCOc1cccc(CN2CCc3nnc(CNC(=O)C(C)CC)n3CC2)c1O (stereo not drawn)	0.9	-0.2	7	9
O=S(=O)(c1ccc(Cl)cc1)N1CCN(Cc2c(O)ccc3ccccc23)CC1	0.7	-0.1	0	8
NC(N)=NCCN1CCCCCCC1	0.9&2.1	-0.2&0.1	1	-26&16
CCN(CC)C(=O)C(=O)Nc1cccc2ccccc12	-1.7	0.2	-4	-1
COCCNC(=O)Cc1ccc(NC(=O)c2ccc(F)c(F)c2)cc1	0.4	0.2	-10	2
Clc1ccc(CN2CCC(c3nc(-c4cccs4)no3)CC2)s1	3.1	0.1	1	-2
CC1=CC=CC(C)(C)C/C1=N/Nc1ccc([N+](=O)[O-])cc1[N+](=O)[O-]	3.3	-0.2	3	1
Cc1c(CC(C)C)c(=O)oc2cc(OCc3ccccc3)ccc12	0.8	0.5	-16	-7
O=C(Nc1ccc(NC(=O)C(F)(F)F)c([N+](=O)[O-])c1)C(F)(F)F	0.3	-0.1	-3	9
CCCCOC(=O)c1ccc(N2C(=O)CC(N3CCC(C(N)=O)CC3)C2=O)cc1 (stereo not drawn)	-1.3	0.0	8	1
CC(C)C[C@@H]1NC(=O)[C@@H]2C[C@H](NC(=O)c3cccnc3Oc3ccc(Cl)cc3)CN2C1=O	-1.6	0.1	-9	-13

Remaining list, next part.
The line under a structure holds: GPR151 activ	FBW7 activator	TEAD-YAP block	MITF inh
> O=C(Nc1nnc(-c2ccc(F)cc2)s1)c1ccccc1I
    -0.2	-0.1	-6	0
> COc1ccc2nc(Cl)c(C=O)c(N3CCCC3)c2c1
    3.4	-0.1	-2	-7
> O=C(CN1C(=O)c2ccccc2C1=O)Oc1cccnc1
    0.4	0.0	3	-4
> N#CC1=C(N)OC2=C(C(=O)CC(c3ccccc3)C2)C1c1cccnc1 (stereo not drawn)
    -0.8	-0.1	-3	4
> CC1(C)CC(NC(=O)c2ccccc2C(=O)O)CC(C)(C)N1
    0.4	-0.1	-3	-1
> COC(=O)COc1ccc(S(=O)(=O)N2CCC(C)CC2)cc1C
    1.9	0.0	-7	6
> O=C(Nc1ccc(Br)cc1Br)C1CC(=O)N(C2CCCCC2)C1 (stereo not drawn)
    2.4	-0.1	-1	-2
> CCN(CC)CC(O)CN(c1cccc(C)c1)S(=O)(=O)c1ccccc1 (stereo not drawn)
    -0.3	0.1	-8	18
> O=C(NCCO)c1cccc(-c2cnc3c(Nc4ccc5[nH]ccc5c4)nccn23)c1
    -5.2	0.0	-1	-2
> CCOC(=O)CSc1nnc2c(C)cc3cc4c(cc3n12)OCO4
    1.2	0.0	6	-5
> CCc1ccc(OCCOCC(O)CN2CCN(Cc3ccc4c(c3)OCO4)CC2)cc1 (stereo not drawn)
    -2.0	-0.1	0	15
> Cc1ccc(NC(=O)CSc2ccc(-c3ccco3)nn2)cc1Cl
    0.4	-0.2	6	2
> CC1CC(C)CN(S(=O)(=O)c2ccc(Sc3cccc(Cl)c3)c(C(=O)NCc3ccc(F)cc3)c2)C1 (stereo not drawn)
    -1.4	0.6	11	13
> O=C(NC1CCCCCC1)/C(=C/c1ccco1)n1nnnc1-c1ccccc1
    0.7	0.3	34*	7
> Cc1ccc(C)c(S(=O)(=O)N2CCN(c3ccc(C)nn3)CC2)c1
    0.6	0.1	9	-11
> CC(C)N(C)Cc1nnnn1CC(=O)NCCc1cccc(C(F)(F)F)c1
    -0.4	0.1	-4	-5
> CN(C)C1(C)C(=O)c2ccccc2C1=O
    -0.3	0.1	2	2
> CCn1c(C)[n+](CC)c2ccc(S(=O)(=O)NC)cc21
    -0.7	0.3	3	10
> COc1ccc(C(NC(=O)Cc2ccccc2)c2ccc3cccnc3c2O)cc1OC (stereo not drawn)
    0.6	-1.6	90*	24
> C=CCSc1nnc2c(n1)OC(c1ccc(OC)cc1OC)N(C(C)=O)c1ccccc1-2 (stereo not drawn)
    -0.3	0.4	-13	-3
> O=C1OC(c2ccc(Cl)cc2)=N/C1=C\c1ccc(Br)cc1
    0.9	0.0	-4	2
> Nc1nc(N2CCCCCC2)nc(N2CCN(Cc3ccccc3)CC2)c1[N+](=O)[O-]
    -0.1	-0.2	-7	13
> CCC(Sc1ncccc1C(=O)O)C(=O)N1CCCC1 (stereo not drawn)
    -0.3	0.2	1	9
> C1CCC(Nc2nc3nonc3nc2N2CCOCC2)C1
    2.9	-0.2	5	3
> COCCn1c(=NC(=O)Cc2ccccc2)sc2cc(S(C)(=O)=O)ccc21
    -0.9	-0.1	-6	-1
> Cc1ccc(OCC(O)CN2CCN(C)CC2)cc1C (stereo not drawn)
    3.1	0.1	-1	15
> CCC(C)NC(=O)Nc1ccc(F)c(Cl)c1 (stereo not drawn)
    0.9	0.2	-11	-15
> CC(C)(C)c1ccc(Oc2ccc(NC(=O)CCC(=O)OCC(=O)c3ccccc3)cc2)cc1
    -0.1	-0.1	-10	-16
> Cn1c(=O)c2c(-c3ccccc3)n(N)cc2n(C)c1=O
    0.7	-0.1	-23	2
> Cc1cc(NCCOc2ccccc2)nc(Nc2ncccn2)n1
    1.7	-0.1	5	12

More records follow.
The line under a structure holds: GPR151 activ	FBW7 activator	TEAD-YAP block	MITF inh
> Cc1ccc(CNC(=O)CCC2CCCN(C(=O)c3csc(C)n3)C2)o1 (stereo not drawn)
    0.9	0.1	-6	-6
> Cc1cc(C)n(/N=C/c2cc([N+](=O)[O-])ccc2O)c(=O)c1C#N
    0.1	0.0	-1	10
> OC(CNC1CCCC1)COc1ccc(F)cc1 (stereo not drawn)
    1.4	-0.2	1	-10
> Nc1nonc1-n1nnc(C(=O)N/N=C/c2ccc3c(c2)OCO3)c1-c1ccccc1
    3.6	-0.1	-8	3
> O=C(CSc1ccc(-c2ccccn2)nn1)NCc1ccccc1
    0.6	-1.8	-6	32
> c1ccc(CNc2nc3nonc3nc2N2CCN(Cc3ccc4c(c3)OCO4)CC2)cc1
    -0.1	0.0	5	6
> CCOC(=O)C1=CN(Cc2ccc(OC)cc2)C=C(C(=O)OCC)C1c1ccc([N+](=O)[O-])cc1
    0.5	-0.3	2	-4
> COc1cc(/C=N/NC(=O)c2ccc(NC(=O)c3ccc(C)cc3)cc2)cc(OC)c1OC
    2.8	-0.1	1	6
> COc1ccc(NC(=O)CN2CCN(c3ccc(C)c(C)c3)CC2)cc1
    0.3	-0.1	2	10
> CCN(c1ccccc1)S(=O)(=O)c1nnc(NC(=O)c2ccccc2C)s1
    1.4	-0.1	4	-10
> C/C(=C\c1ccco1)CNc1nc(C)c(-c2ccn(Cc3ccncc3)n2)s1
    0.1	-0.1	4	2
> CC(C)CCn1c(=O)c2ccccc2n2c(CCC(=O)N3CCC(C(N)=O)CC3)nnc12
    -0.1	0.0	-3	7
> COc1cc(/C=C2/C(=O)ON=C2C)cc(Cl)c1O
    -0.3	0.0	1	21
> CCc1ccc(OCCNc2cc(N3CCCCC3)ccc2[N+](=O)[O-])cc1
    1.0	-0.5	0	-4
> Cc1ccc(OCC(=O)N/N=C/c2cc([N+](=O)[O-])cc([N+](=O)[O-])c2O)cc1C
    -0.4	-0.2	0	-9
> CC(=O)Nc1cnn(-c2ccc(C(=O)NCc3cccc(C(F)(F)F)c3)cc2)c1
    -1.9	0.2	2	13
> C=CCC1S/C(=N\N=C\c2ccco2)NC1=O (stereo not drawn)
    0.7	-0.6	-3	10
> CCOc1ccc(NC(=S)NC(NC(C)=O)C(Cl)(Cl)Cl)cc1 (stereo not drawn)
    -1.5	0.2	8	27
> Cn1c(SCc2cccc(Cl)c2)nc2c(c1=O)SCC2
    -1.7	1.3	1	8
